# 12-LOX inh: inhibitors of human 12S-lipoxygenase ALOX12; purified 12hLO, xylenol orange hydroperoxide absorbance; Potency, µM (series often up to 108 µM), for the others: top-dose activity change, negative = inhibition, hits mostly inhibitors; 580,000 tested, 1.1% active; AID 1671190; active = well fitted inhibition curve with a large enough effect; inconclusive = small, poorly fitted or top-dose-only effect, or another doubt; inactive = no such curve, though single readings can be large or run the other way
# Target sequence (P18054 whole entry, looked up): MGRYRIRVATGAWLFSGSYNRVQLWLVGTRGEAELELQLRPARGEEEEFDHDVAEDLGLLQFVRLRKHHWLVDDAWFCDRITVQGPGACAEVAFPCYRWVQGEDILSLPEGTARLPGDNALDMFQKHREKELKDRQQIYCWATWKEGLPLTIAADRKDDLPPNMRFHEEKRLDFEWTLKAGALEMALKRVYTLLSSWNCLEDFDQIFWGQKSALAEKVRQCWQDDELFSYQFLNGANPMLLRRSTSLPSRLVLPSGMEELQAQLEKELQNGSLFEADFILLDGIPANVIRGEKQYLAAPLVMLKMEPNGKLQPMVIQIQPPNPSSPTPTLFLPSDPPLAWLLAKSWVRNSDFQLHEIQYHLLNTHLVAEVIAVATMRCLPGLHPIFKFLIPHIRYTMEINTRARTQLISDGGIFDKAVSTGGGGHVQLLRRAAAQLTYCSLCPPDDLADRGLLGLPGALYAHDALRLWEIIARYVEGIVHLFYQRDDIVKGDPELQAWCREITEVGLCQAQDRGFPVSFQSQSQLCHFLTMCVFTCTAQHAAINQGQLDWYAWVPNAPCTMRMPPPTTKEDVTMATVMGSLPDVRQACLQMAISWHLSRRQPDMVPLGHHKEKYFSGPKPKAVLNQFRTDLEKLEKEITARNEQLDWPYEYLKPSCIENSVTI
#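 Hydroperoxide product was detected by ferrous iron/xylenol orange as the 573 to 405 nm absorbance ratio. Arachidonic acid at 40 uM (final) was turned over for 30 min at room temperature by 150 nM human 12hLO, pH 7.0 Hepes buffer, after 15 min compound preincubation.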
# An asterisk follows results filed as active; ? = inconclusive; [ ] = dose if it differs, or a comment. % is scaled to controls: 0 for no effect and ±100 for the full control effect; potency is read from the fitted curve at half-maximal effect. Some of the compounds tested; count on the stated rates, not on these rows.
12-LOX inh | smiles
-0.6% | CC(C)CCC1=NC2(CCN(C(=O)C3CC34CCCC4)CC2)C(=O)N1 (centres undefined)
2.9% | COc1ccc(-c2cc(N3CCCN(C(=O)Cc4ccc(C)cc4)CC3)n[nH]2)cc1
-2.9%[176 µM] | O=C(Cc1cccc(F)c1)N1CCOCC12CCN(Cc1ccccc1)CC2
-2.4%[6.33 µM] | N#CC1CCN(C(=O)C2(c3ccc(Cl)cc3)CCOCC2)CC1
50.3%[activator] | CCC[C@H]1CN(Cc2c(C)noc2C)C[C@@H]1NC(=O)C1CCOCC1
-7.7% | CCN(CC1CCN(C2CCN(C)CC2)CC1)C(=O)c1ccc(-c2ccccc2)cc1
36.0%[activator] | COCCc1nncn1C1CCN(S(=O)(=O)c2ccc(Br)cc2)CC1
43.3%[activator] | O=C(N[C@@H]1CCN(Cc2ccc3nsnc3c2)C[C@H]1O)c1cnccn1

# Shown bar-delimited: part of the list above.
Structure | 12-LOX inh
CC(C)CCC1=NC2(CCN(C(=O)C3CC34CCCC4)CC2)C(=O)N1 (centres undefined) | -0.6%
N#CC1CCN(C(=O)C2(c3ccc(Cl)cc3)CCOCC2)CC1 | -2.4%[6.33 µM]
CCC[C@H]1CN(Cc2c(C)noc2C)C[C@@H]1NC(=O)C1CCOCC1 | 50.3%[activator]
CCN(CC1CCN(C2CCN(C)CC2)CC1)C(=O)c1ccc(-c2ccccc2)cc1 | -7.7%
COCCc1nncn1C1CCN(S(=O)(=O)c2ccc(Br)cc2)CC1 | 36.0%[activator]

# The list goes on.
12-LOX inh | smiles
66.3% | CS(=O)(=O)N1C[C@@H]2CN(C(=O)C3CCOCC3)C[C@]2(C(=O)O)C1
37.3% | CC(=O)Nc1cc(C(=O)N(C)Cc2ccco2)c2ccc(C)nc2c1
-5.3% | COCCN1CC(CO)C2(CCN(Cc3ccc(F)c(Cl)c3)CC2)C1 (centres undefined)
27.9% | COc1ccc(C(=O)N2CCC(n3cc(-c4nc(C(C)C)no4)nn3)C2)cc1F (centres undefined)
8.2%[176 µM] | O=c1[nH]c2cccnc2n1CCc1ccccc1
40.6%[activator] | CCCS(=O)(=O)N1CCC(N2C(=O)[C@H](OC)[C@@H]2c2ccncc2)CC1
17.5% | c1ccc(-c2noc(-c3cncnc3NCc3ccco3)n2)cc1
-6.2% | O=C(c1ccc2c(c1)OCO2)N1CCC2(CC1)COc1ccccc1CN2
36.5%[activator] | CCCN1C(=O)Cc2ccccc2C1C(=O)N1CCN(c2ccccc2)CC1 (centres undefined)
50.7%[activator] | CN(C)C[C@@H]1CN(S(C)(=O)=O)C[C@H]1NC(=O)c1cccc(F)c1
21.9% | COc1ccc(CCC(=O)N2CCCC(c3nc(-c4ccccc4)no3)CCNC(=O)CC2)cc1 (centres undefined)
3.7% | CCN1c2cc(C(=O)NCc3ccc(OC)cc3)ccc2C(=O)N2CCCCCC21 (centres undefined)
30.8%[activator][176 µM] | COc1cccc(CN2CC3(CCN(C)C3)c3cc(C(=O)NC4CCCCC4)ccc32)c1 (centres undefined)
-2.8% | CCOc1ccc(Cl)cc1CN(C)c1cc(C2CC(O)C2)nc(N)n1 (centres undefined)
47.6%[activator] | O=C(Cn1nc2n(c1=O)CCCCC2)Nc1ccc2c(c1)OCO2
2.5% | Cc1nnc([C@@H]2CC(F)(F)CN2)o1
42.3%[activator] | COc1cccc(S(=O)(=O)N2CCCCCCNC(=O)[C@@H]3CCCC[C@@H]32)c1
12.2%[176 µM] | O=C(NC[C@H]1Cn2cc(-c3ccccc3)nc2CO1)c1ccc2c(c1)OCO2
14.7%[176 µM] | Cc1cccc(O[C@H]2COCCN(Cc3cnn(C)c3)C2)n1
44.2%[activator][176 µM] | COC(=O)[C@@H]1Cc2ncn(C(C)C)c2CN1C(=O)c1ccccc1
11.3% | O=S(=O)(c1ccc(F)cc1)N1CCCC(c2nn[nH]n2)C1 (centres undefined)
8.3%[176 µM] | O=C1COCCN1c1cc(-c2ccccc2Oc2ccccc2)cn2cncc12
? | CNC(=O)[C@@H]1CN(C(=O)CCc2c[nH]c3ccccc23)C[C@H]1CO
11.9% | COC(=O)[C@H](NC(=O)[C@@H]1C[C@H](NC(=O)Nc2cccc(SC)c2)CN1C(=O)C=C(C)C)C(C)C
13.6% | CN(C)CCNC(=O)c1ccc(-c2ccc(N3CCCCCC3)nc2)cc1
-4.9% | COc1cccc(C2CCN(Cc3cn(-c4ccccc4)nn3)C2)c1OC (centres undefined)
326.5%[activator] | O=C(Nc1ccc2c(c1)CCC2)c1cc2c(s1)CN(C1CC1)C2
20.3% | Cc1nc(-c2cn(C3CCCN(C(=O)c4cccc(N(C)C)c4)C3)nn2)no1 (centres undefined)
4.9% | O=C(Cn1nc2n(c1=O)CCCC2)Nc1ccc2c(c1)OCO2
16.6% | CN(Cc1ncc[nH]1)C(=O)C1CCC(=O)N(CCc2ccccn2)C1 (centres undefined)
50.8%[activator] | COCc1noc([C@@H]2CN(S(=O)(=O)c3c(C)noc3C)C[C@H]2C(N)=O)n1
37.4% | CCOCCOC1CCN(C(=O)c2ccc(OC)nc2)CC1
10.6%[176 µM] | CN1C[C@@H](NC(=O)COc2ccccc2)C[C@H]1c1nc(-c2ccc(Cl)cc2)no1
51.2%[activator] | COCC1CN(C2CCC2)CC12CCN(C(=O)c1ccc(F)cc1F)CC2 (centres undefined)
-2.6% | O=[S+]1([O-])NCC2(CCN(Cc3cccc4ccccc34)C2)Nc2ccccc21 (centres undefined)
58.2%[activator][176 µM] | Fc1ccccc1-c1nnc([C@H]2CCN(Cc3ccco3)C2)o1
8.8%[176 µM] | Oc1ccccc1CN1CCOC[C@H]1c1ncc(-c2ccc(F)cc2F)[nH]1
19.2% | Cc1nc(N2CCC(NC(=O)c3ccc(F)cc3Cl)CC2)cc(C(F)(F)F)n1
-16.5%[57.4 µM] | C=CC[N+]1([C@H]2C[C@H]3[C@@H]4CC[C@H]5C[C@H](O)[C@@H](N6CCOCC6)C[C@]5(C)[C@@H]4CC[C@]3(C)[C@H]2OC(C)=O)CCCC1
55.6%[activator] | Cc1cnc(C2CCOCC2)n1C1CCN(C(=O)Nc2ccc3c(c2)OCCO3)CC1
11.7% | Cc1ccc(C)c(CN2CCn3c(nn(CCCOc4ccc(F)cc4)c3=O)C2=O)c1
15.1% | Cc1ccc(C(=O)NC(C(=O)N2CCCC2)C2CCN(C(=O)c3ccccc3F)CC2)cc1 (centres undefined)
20.4% | CCc1cc(C(=O)NCc2cc3n(n2)CCCN(S(C)(=O)=O)C3)cs1
-10.5% | COCC(=O)N1CC(C(=O)Nc2ccccn2)C2(CCOCC2)C1 (centres undefined)
0.8% | CCS(=O)(=O)N1CCC(Cc2nncn2Cc2ccccc2)C1 (centres undefined)
25.6% | O=C(Nc1ccc(F)cc1F)N1CCCC(Cn2c(C3CC3)nc3cccnc32)C1 (centres undefined)
-13.6% | Cc1cc(C(=O)NC2CC(=O)N(Cc3ccccc3C(F)(F)F)C2)nn1C (centres undefined)
57.9% | O=C1CCCN1CCCN1C(=O)[C@@H]2C[C@@H](O)CN2C2(CN(Cc3cnc4ccccc4c3)C2)C1=O

# A draw from above in order of SMILES length, rising:
12-LOX inh | smiles
20.4% | CCc1cc(C(=O)NCc2cc3n(n2)CCCN(S(C)(=O)=O)C3)cs1
-13.6% | Cc1cc(C(=O)NC2CC(=O)N(Cc3ccccc3C(F)(F)F)C2)nn1C (centres undefined)
25.6% | O=C(Nc1ccc(F)cc1F)N1CCCC(Cn2c(C3CC3)nc3cccnc32)C1 (centres undefined)

# Further structures follow.
12-LOX inh | smiles
29.4% | c1cc(CN2CC[C@H]3CNC[C@H]32)cc(OCCCCN2CCCCC2)c1
109.2%[activator] | Cn1ccnc1CN1C[C@@H](C(=O)O)C[C@@H](C(=O)NCc2ccncc2)C1
? | O=C(NCc1nnc2n1C(C(=O)O)CC2)c1ccc2c(c1)OCO2 (centres undefined)
4.1% | CCOc1cc(C(=O)NC2CCN(c3cc(-c4ccccc4)[nH]n3)C2)cc(OCC)c1OCC (centres undefined)
91.2%[activator] | c1cc(CN2CCc3c(sc4ncnc(N5CCCC5)c34)C2)ccn1
-18.3% | C[C@H](O)[C@@H]1CN2CCc3c([nH]c4c(-c5ccccc5)cccc34)[C@@H]2C[C@@H]1N(C)C(=O)Nc1ccccc1
-0.1% | COCC1CN(CCc2ccc(F)cc2)S(=O)(=O)c2c(F)cccc2O1 (centres undefined)
45.3%[activator] | COCCOC1CCOC2(CCN(C(=O)Nc3cccc(C)c3)CC2)C1 (centres undefined)
33.8%[activator][176 µM] | Cn1c([C@H]2CCN(Cc3ccccc3)C2)nc2ccccc21
9.0% | COCCn1nc2n(c1=O)CCN(C(=O)c1ccc(OC)nc1OC)CC2
30.8% | NC(=O)c1cccc(NC(=O)c2cccc(CN3CCNC(=O)C3)c2)c1
-10.5% | CCCc1noc(-c2cccn3c(CNC(=O)Cc4ccccc4Cl)nnc23)n1
? | O=C(Nc1ccccc1)N1CCC(N2CC3CC(C2)[C@H]2CCCC(=O)N2C3)CC1 (some centres undefined)
17.9% | COc1ccc(CN2CCC3(CCC(CNC(=O)c4ccnn4C)O3)CC2)c(C)c1C (centres undefined)
-15.5% | COC(=O)c1cc2c(c3c4cc(OC)ccc4n(S(=O)(=O)c4ccccc4)c13)C(=O)N(Cc1ccc(C(F)(F)F)cc1)C2
7.7% | O=S(=O)(c1ccccc1)N1CCC(n2cc(-c3cncnc3)nn2)CC1
3.6%[6.33 µM] | CN(C)c1ccc(CN2CCC(N3Cc4ccccc4C3=O)CC2)cc1
-11.3%[176 µM] | COc1ccccc1CC(=O)N1CCCc2ncc(C(=O)NCCc3ccccc3)cc21
62.2%[activator] | O=C1N[C@H](CC(=O)N2CCn3c(nnc3C(F)(F)F)C2)C(=O)Nc2ccccc21
2.9% | CCc1noc([C@@H]2CC(F)(F)CN2C(=O)c2cc(C3CC3)[nH]n2)n1
-5.6% | Cc1ccc(Cl)cc1NC(=O)Cn1c(C)cc2nc3n(c(=O)c21)CCCC3
-10.0%[176 µM] | COc1ccc(-c2cc(C[C@@H]3CC[C@H](O)[C@@H](CNC(=O)N4CCOCC4)O3)no2)cc1
2.2% | CNC(=O)[C@H]1C[C@H](Oc2ccccc2)CN1Cc1c[nH]c2ccc(OC)cc12
8.2% | COCCNC(=O)CCc1c(C)nn(-c2cccc(C)c2)c1Oc1ccccc1
11.0% | COCCN(CCOC)C(=O)[C@@H](C)C1CC[C@@]2(C)CC[C@H](NC(=O)c3cncnc3)[C@@H](C)[C@@H]2[C@H]1O (some centres undefined)
29.7% | CC(C)(C)n1nnnc1C1CC2(CCOCC2)C(=O)N1Cc1cccc(F)c1 (centres undefined)
42.0%[activator] | Cc1ccccc1C(=O)N1CCC2(CC1)N(C)C(=O)CS2(=O)=O
26.9% | O=C(NC1CCOC2(CCOCC2)C1)c1csc(Cc2ccccc2)n1 (centres undefined)
? | O=C1Nc2ccccc2CC12CCN(Cc1ccc(F)cc1)CC2
6.7% | O=C(NC1CCN(c2cc(-c3ccccc3)[nH]n2)C1)c1cc(F)ccc1Cl (centres undefined)
25.0%[176 µM] | CC(=O)N1CCC(NC[C@H]2COCc3nc4cc(F)ccc4n32)CC1
45.0%[activator] | CN1C(=O)CCC2(CNC(=O)Cc3c[nH]c4ccccc34)CCCC=C12 (centres undefined)
-14.3% | CC1CCC2(CC1)NC(=O)N(CC(=O)Nc1ccc(Br)cc1)C2=O (centres undefined)
26.8% | CCc1noc(-c2cn(C3CCN(C(=O)c4ccc(C)cc4)CC3)nn2)n1
31.1%[activator] | CCC(CC)C(=O)N1C[C@@H]2CCCN3CCC[C@@H]([C@H]23)[C@H]1CCCC(=O)N1CCOCC1
60.7%[activator][176 µM] | COc1cc(F)ccc1-c1cc(C(=O)NCCc2cnc[nH]2)c2c(c1)N(C)CCO2
4.5% | O=C1[C@@H]2C[C@@H](CN2C(=O)C2CC2)Oc2ccccc2N1Cc1ccc(OC(F)(F)F)cc1
172.7%[activator] | O=C1NCCCCCCN(Cc2ccncc2)[C@@H]2CN(Cc3ccncc3)CC[C@@H]12
11.4%[6.33 µM] | CN1CC(=O)N(C2CCC2)Cc2c(NCC3CC3)ncnc21
-0.2% | Cc1ccc(CN2CC(Oc3cccc(C(=O)N4CCOCC4)c3)C2)s1
? | Cc1nc2c(NC(=O)Nc3cccc(C(F)(F)F)c3)cccn2n1
-0.8%[176 µM] | COc1ccc(CN2Cc3[nH]nc(-c4ccc(CO)cc4)c3CC2=O)cc1
6.8% | Cc1nn(C)c(C)c1CCN(C)C(=O)CCC1CCN(C(=O)c2ccccc2F)CC1
35.0%[activator] | O=C(c1ccco1)N1C[C@@H](CO)[C@H](c2ccncc2)C1
-6.6% | Cc1nc(C)c(C(=O)N2CCC(Oc3ccc(-c4noc(-c5ccccc5)n4)cc3)C2)s1 (centres undefined)
72.3%[activator] | CNc1nc2c(c(C(=O)N3CCCC3)n1)CN(CCC(C)c1ccc(C)o1)CC2 (centres undefined)
44.7%[176 µM] | Cn1ccnc1CN1C(=O)CO[C@H]2CN(C(=O)c3cccnc3)C[C@H]21
19.2%[176 µM] | Cc1nn(-c2ccccc2[N+](=O)[O-])c(C)c1[C@@H]1C=C[C@@H](NCc2ccc(F)cc2)C1
2.0% | CC(=O)Nc1ccc(C2(C(=O)NCc3cccc(F)c3)CCC2)cc1
5.6% | COCc1noc([C@@H]2CC(F)(F)CN2C(=O)Cc2cccc(F)c2)n1
-1.4% | Cc1ccc(NC(=O)Cn2ccn3nc4c(c3c2=O)CCCCC4)cc1C
23.5% | CCn1ccc(C(=O)N2CCCCCCN(C)C(=O)[C@@H]3CCC[C@@H]32)n1
4.9%[6.33 µM] | O=C(N1CCCC1)N1CCn2c(nnc2-c2cncc(Br)c2)C1
27.5% | CCCN(CC1CCOC1)S(=O)(=O)c1ccc(Br)cc1 (centres undefined)
3.4%[176 µM] | Fc1ccc(-c2cc(CC3(NCc4cccnc4)COC3)no2)cc1
12.3%[6.33 µM] | CN(C)CCCC(=O)N1CCC2(CC1)CN(C(=O)Cc1ccc(O)cc1)CCO2

# High-throughput results: PubChem BioAssay, National Center for Advancing Translational Sciences (NCATS)
